EPAC1 ag = activates human EPAC1 exchange factor; O95398; EPAC1 agonist qHTS, biochemical assay; response scale: 100% = response to 6.5 mM cAMP; Potency, µM (series often up to 154 µM), for the others: at the top dose activation, usual class: activators; actives 0.073% (n = 360,000); further: potency means the concentration at half of the fitted maximal effect; nearly all actives have a fitted effect of over 60% in size
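Compounds were pinned as a concentration titration into mixtures of EPAC1 (100 nM), BODIPY-GDP-loaded Rap1B (250 nM) and GDP (50 uM). After 5 min at room temperature, fluorescence was followed for 30 min; activity was scaled to 6.5 mM cAMP.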
IL2 activator = activators of IL-2; IL-2 activation reporter assay, cell-based qHTS; stimulated with anti-CD3/CD4/CD28 beads; in transgenic mouse T cells; activation, % (series mostly up to about 46 µM); AID 652025; actives 0.065% (n = 360,000); in the data active means activation above about 50%; inconclusive means mostly about 30% to 49%; further: 0% is about no effect
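Unstimulated transgenic mouse T cells, 750 per well, received compound and, after 60 minutes, anti-CD3/anti-CD4 bead plus anti-CD28 stimulation. EGFP and DsRed were quantified after 18 hours.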
PLK1 PBD block = inhibitors of human PLK1 polo-box domain binding. P53350. Plk1 PBD binding of FITC phosphopeptide, fluorescence polarization. Potency, µM, without a hit: max response, negative = inhibition, most hits filed as inhibitors. actives 2.8% (n = 360,000). AID 720504; further: potency means the concentration at half of the fitted maximal effect; series mostly up to about 57 µM; on the % scale 0 is the no-effect control and ±100 the full control effect; nearly all actives have a fitted effect of over 65% in size
Target sequence (P53350 whole entry, looked up, the tested form may be a part): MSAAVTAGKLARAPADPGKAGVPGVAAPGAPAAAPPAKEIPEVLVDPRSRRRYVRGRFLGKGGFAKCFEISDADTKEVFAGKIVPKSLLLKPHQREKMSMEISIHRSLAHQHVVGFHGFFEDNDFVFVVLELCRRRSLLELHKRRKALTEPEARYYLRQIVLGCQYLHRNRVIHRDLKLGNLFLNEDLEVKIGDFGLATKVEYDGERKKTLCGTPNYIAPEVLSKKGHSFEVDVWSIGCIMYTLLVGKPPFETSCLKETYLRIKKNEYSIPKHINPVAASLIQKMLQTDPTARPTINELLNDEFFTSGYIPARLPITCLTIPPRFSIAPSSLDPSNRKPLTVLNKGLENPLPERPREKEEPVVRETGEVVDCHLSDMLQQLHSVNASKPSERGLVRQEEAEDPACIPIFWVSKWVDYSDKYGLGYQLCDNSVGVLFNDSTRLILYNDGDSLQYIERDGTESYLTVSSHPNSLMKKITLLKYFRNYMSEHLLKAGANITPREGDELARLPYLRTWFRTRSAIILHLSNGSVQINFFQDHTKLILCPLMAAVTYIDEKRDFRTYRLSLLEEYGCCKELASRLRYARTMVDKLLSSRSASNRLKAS
EPAC2 ag = activates human EPAC2 exchange factor; actives 0.079% (n = 360,000); Potency, µM (doses to about 154 µM), for inactives: at the top dose activation, hits mostly activators; Q8WZA2; EPAC2 activation, biochemical qHTS; response scale: 100% = 6.5 mM cAMP response; further: potency means the concentration at half of the fitted maximal effect; nearly all actives have a fitted effect of over 50% in size
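Setup: EPAC2 100 nM, labeled Rap1B complex 250 nM, free GDP 50 uM. Compound titrations pinned in, brief spin, 5 min room temperature incubation. Kinetic fluorescence read over 30 min, normalized to 6.5 mM cAMP.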
EPAC1 antagonist = antagonists of human EPAC1. O95398. actives 0.14% (n = 360,000). AID 720709. EPAC1 GEF assay, Rap1b-BODIPY-GDP exchange fluorescence. Potency, µM (highest dose often 115 µM), without a hit: top-dose activity change, negative = inhibition, most hits filed as inhibitors;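 further: potency means the concentration at half of the fitted maximal effect; plate controls were vehicle for no effect and positive control for full effect; nearly all actives have a fitted effect of over 50% in size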
PI5P4K alpha inh = PI5P4K alpha (human) kinase inhibition; PI5P4Kalpha enzyme, ADP-Glo luminescence, 60 min; active compounds read low; actives 1.2% (n = 330,000); max response, %; P48426; active means max response of -50% or lower; inconclusive means between -30% and -50%; inactive means -30% or higher; further: value at the top dose of about 77 µM; on the % scale 0 is the no-effect control and ±100 the full control effect
Target sequence (P48426 whole entry, looked up): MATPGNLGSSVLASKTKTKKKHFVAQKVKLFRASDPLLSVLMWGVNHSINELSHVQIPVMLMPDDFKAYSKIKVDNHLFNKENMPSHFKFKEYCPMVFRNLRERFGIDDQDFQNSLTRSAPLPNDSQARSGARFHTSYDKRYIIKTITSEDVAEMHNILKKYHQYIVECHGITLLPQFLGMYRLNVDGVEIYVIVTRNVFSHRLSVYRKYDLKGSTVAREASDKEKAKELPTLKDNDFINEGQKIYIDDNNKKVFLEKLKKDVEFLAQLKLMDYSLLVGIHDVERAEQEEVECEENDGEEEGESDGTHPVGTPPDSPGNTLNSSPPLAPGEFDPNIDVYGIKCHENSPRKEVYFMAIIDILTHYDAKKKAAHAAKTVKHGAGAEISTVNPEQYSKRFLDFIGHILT
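Quantitative HTS of the MLSMR library against PI5P4Kalpha with substrate. ATP added last at 5 microM final; room temperature, 60 minutes. Remaining ATP depleted, ADP converted and read as luminescence.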
CCT modulator = cytosolic chaperonin activity modulation | purified chaperonin ATPase assay, HTRF ADP detection, 30 min | activity change, % (no concentration beside the values), hits read low | actives 0.3% (n = 360,000); in the data active means activity change below about -30%; further: on the % scale 0 is the no-effect control and ±100 the full control effect
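TRiC at 40 or 20 nM final (batch-dependent) in 30 mM Tris pH 7.4, 100 mM KCl, 5 mM MgCl2, 1 mM DTT, with compound at single 76 uM and 10 uM ATP, 30 min at 37 deg C. ADP detected by HTRF Transcreener, 665/615 ratio.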
WRN inhibitor = inhibitors of human WRN helicase | Q14191 | WRN helicase unwinding, fluorescent forked duplex, kinetic | Potency, µM (highest dose often 114 µM), for inactives: at the top dose activity change, negative = inhibition, most hits filed as inhibitors | actives 0.46% (n = 360,000); further: potency means the concentration at half of the fitted maximal effect; on the % scale 0 is the no-effect control and ±100 the full control effect; nearly all actives have a fitted effect of over 55% in size
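Primary qHTS, 1536-well format. 20 nM WRN + compound, 15 min RT; start with 100 nM forked fluorophore/quencher duplex, 2 mM ATP (final); kinetic read ex 525/em 598 nm.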
Active calls of the source: *; ? = inconclusive; nt = not tested or not shown; [ ] = remark or other dose. Unless noted, the call rests on the fitted dose curve; in most records, active means well fitted curve in the direction sought with a large enough effect; inconclusive means small, poorly fitted or top-dose-only effect, or another doubt; inactive means no such curve, though single readings can be large; an effect the other way counts as inactive or inconclusive. Only part of the results is shown; rates above refer to the full screens.

SMILES,IL2 activator,CCT modulator,EPAC1 antagonist,EPAC1 ag,PLK1 PBD block,EPAC2 ag,WRN inhibitor,PI5P4K alpha inh
CC(=O)c1sc(NC(=O)C2COc3ccccc3O2)nc1C (centres undefined),-1.8,-1.0,-26%,2%,-4%,2%,-12%,6
C=CCn1c(=O)c(C(=O)NCCNCC)c(O)c2ccccc21,-1.6,0.7,10%,-2%,0%,7%,-14%,nt
CCC1CC2CC(NC(C)=O)C1C2 (centres undefined),0.7,-0.9,16%,14%,-8%,17%,-9%,2
CCOc1cc(/C=N/n2c(COc3ccccc3)n[nH]c2=S)ccc1O,1.0,-1.7,-2%,-9%,-8%,3%,4%,-3
COc1ccc2cc3c(N)nn(C(=O)c4ccccc4[N+](=O)[O-])c3nc2c1,2.3,-1.7,-9%,-21%,2%,6%,-5%,-8
CC(C(=O)N(C)C1CCS(=O)(=O)C1)N1C(=O)/C(=C/c2ccco2)SC1=S (centres undefined),0.7,0.3,2%,5%,?,1%,-26%,-15
CCCCN(C(=O)C1CC(=O)N(c2ccc(CC)cc2)C1)c1c(N)n(CCC)c(=O)[nH]c1=O (centres undefined),0.1,2.1,14%,-3%,-1%,3%,-10%,10
COc1ccc(C2=NN(C(N)=S)C(c3ccco3)C2)cc1 (centres undefined),0.3,-3.7,-2%,16%,-10%,15%,-5%,-3
CCNC(=O)CC1C(=O)N(CC)C(=S)N1NC(=O)c1cccnc1 (centres undefined),1.6,-1.8,-5%,0%,2%,1%,5%[57.1 µM],-1
C/C(=N\NC(=O)c1c(Cl)cnn1C)c1cccc(NC(=O)C(C)C)c1,-0.5,1.3,15%,-8%,-1%,-12%,-2%,1
CC1Cc2ccccc2N1CC(=O)Nc1ccc2c(c1)OCO2 (centres undefined),-0.8,-2.8,-4%,0%,-6%,3%,5%,nt
CCCCCn1c(C(Cc2ccccc2)NC(=O)COC)nc2ccccc21 (centres undefined),-2.1,-0.8,6%,-7%,3%,0%,12%,2
Cc1ccc2nc3n(c(=O)c2c1)-c1cc2ccccc2cc1C(=O)NC3Cc1ccc(O)cc1 (centres undefined),-2.9,2.8,10%,-14%,3%,-8%,-5%,-3
O=C(c1ccccc1)c1ccccc1N/C=C/c1nnnn1-c1ccccc1,-3.1,-1.3,-11%,1%,-6%,-2%,0%,-2
COC(=O)c1cc(C)sc1NC(=O)C1CC=CCC1C(=O)O (centres undefined),1.9,-1.3,-1%,-2%,-2%,8%,-2%,nt
COc1ccc(/C=C/C(=O)Nc2ccc(N3CCOCC3)cc2)cc1,0.0,2.9,-11%,-3%,4%,5%,4%,2
CCOC(=O)N1CCN(c2cc(=O)n(-c3ccc(C)cc3)c(=O)[nH]2)CC1,0.6,-2.1,-1%,-16%,-21%,9%,2%,-6
CCOC(=O)c1ccc(S(=O)(=O)NCC(C)(C)N2CCOCC2)cc1,0.5,-1.2,-1%,8%,-11%,5%,9%,-2
CN(C)C=NC(=O)c1cc(C(=O)c2ccc(F)cc2)c[nH]1,-2.5,0.1,3%,-3%,1%,7%,1%,2
CCS(=O)(=O)N1N=C(c2ccccc2)CC1c1ccc2nccnc2c1 (centres undefined),-0.5,0.9,1%,-4%,20%,-8%,6%,-1
CCC(C)c1ccccc1NC(=O)COC(=O)CCc1cc(OC)c(OC)c(OC)c1 (centres undefined),-0.8,-1.4,-10%,-6%,-5%,-3%,0%,3
C=CCc1ccc(OCc2ccc(C(=O)O)o2)c(OC)c1,0.7,1.1,-1%,12%,-14%,11%,-4%[11.6 µM],1
O=S(=O)(c1ccccc1)c1cnn2c(C(F)(F)F)cc(-c3ccc(F)cc3)nc12,-1.7,-4.4,-5%,0%,-10%,2%,-2%,2
COc1cccc(C(=O)Nc2nnc(Cc3ccc(OC)c(OC)c3)s2)c1,0.3,0.2,10%,-5%,-1%,-1%,-3%,-3
O=C(COC(=O)c1cc([N+](=O)[O-])ccc1N1CCOCC1)Nc1ncc(Cl)cc1Cl,1.1,-1.0,11%,6%,-14%,3%,-13%[11.6 µM],-27

Next part, starting with the last three of the part before.
SMILES,IL2 activator,CCT modulator,EPAC1 antagonist,EPAC1 ag,PLK1 PBD block,EPAC2 ag,WRN inhibitor,PI5P4K alpha inh
O=S(=O)(c1ccccc1)c1cnn2c(C(F)(F)F)cc(-c3ccc(F)cc3)nc12,-1.7,-4.4,-5%,0%,-10%,2%,-2%,2
COc1cccc(C(=O)Nc2nnc(Cc3ccc(OC)c(OC)c3)s2)c1,0.3,0.2,10%,-5%,-1%,-1%,-3%,-3
O=C(COC(=O)c1cc([N+](=O)[O-])ccc1N1CCOCC1)Nc1ncc(Cl)cc1Cl,1.1,-1.0,11%,6%,-14%,3%,-13%[11.6 µM],-27
CCOC(=O)C1=C(C)Nc2ncnn2C1c1ccc2c(c1)OCO2 (centres undefined),-1.8,-4.1,7%,-3%,0%,2%,4%,nt
COc1ccc(CC(=O)NCC2CCCN(Cc3ccc(SC)cc3)C2)cc1 (centres undefined),1.0,-1.0,-8%,5%,-7%,0%,1%,-7
O=S(=O)(Nc1nccs1)c1ccc2c(c1)OCCO2,-0.7,2.2,15%,5%,0%,4%,-11%,nt
CC(O)CNc1ccc(-c2n[nH]c(=O)c3ccccc23)cc1[N+](=O)[O-] (centres undefined),1.2,2.4,-8%,6%,-9%,6%,-10%,3
Cc1ncc([N+](=O)[O-])n1Cc1ccccc1,-0.1,-3.6,18%,13%,-10%,10%,8%,3
Cc1cccc(C(=O)N[C@H](C(=O)Nc2nc3ccccc3[nH]2)C(C)C)c1,-0.2,-0.4,-13%,-6%,2%,-3%,2%,0
CCOC(=O)N1CCN(C(=O)COc2cccc3c2CCN(CC)C3=O)CC1,-0.4,1.5,-2%,1%,-6%,6%,10%,2
COc1ccc(Nc2nc(N)c(C(=O)c3ccc(F)cc3)s2)cc1,-1.5,-1.3,-5%,6%,-3%,10%,0%,-54*
COc1ccc(Cl)cc1C=CC=NNC(=O)c1ccncc1,-5.2,-2.1,1%,-8%,0%,-3%,-1%,-11
CC(NCC1COc2ccccc2O1)C(=O)NCc1ccccc1 (centres undefined),1.6,0.1,10%,-3%,-1%,2%,?,-1
CCc1ccc(CNC(=O)CN2C(=O)COc3ccccc32)cc1,0.0,0.8,10%,-2%,-1%,1%,-15%,nt
Cc1ccc(C2CC2/C(=N/O)c2ccc(F)cc2)cc1 (centres undefined),-0.3,-4.6,-9%,13%,-1%,21%,3%,5
Cc1ccc(N(CC(=O)NC2CC3CCC2C3)S(C)(=O)=O)cc1C (centres undefined),3.2,2.8,0%,2%,-3%,11%,-8%,0
c1ccc2[nH]c(NCc3ccc4c(c3)OCO4)nc2c1,-0.3,-3.1,17%,12%,-12%,9%,14%,7
COC(=O)c1cc(NC(=O)c2c(-c3c(Cl)cccc3Cl)noc2C)ccc1N1CCOCC1,-1.0,-0.2,12%,-3%,5%,11%,8%,5
CSc1ncccc1C(=O)NC(C)C1CC2CCC1C2 (centres undefined),2.6,-0.1,-7%,10%,-2%,2%,-14%[57.1 µM],-2
O=C(NN1CCN(Cc2ccccc2Cl)CC1)c1ccc(Cl)cc1,-0.9,-7.3,-1%,-10%,-1%,-8%,5%,-1
Cc1ccc(NC(=O)CN2C(=O)C3CCCCN3C(=O)c3ccccc32)cc1 (centres undefined),0.9,-1.4,-10%,-1%,-6%,-11%,-8%,-2
NS(=O)(=O)c1cccc(NC(=O)CN2C(=O)C(=O)N(Cc3ccccc3)C2=O)c1,0.0,-0.5,-4%,10%,-2%,5%,-1%,-2
O=C(NNC(=O)[C@H]1CC=CC[C@H]1C(=O)O)c1ccc(Cl)cc1Cl,-0.4,1.6,0%,0%,-23%,4%,5%,0
O=C(CN1CCOCC1)Nc1cccc(C(=O)Nc2cccc(C(F)(F)F)c2)c1,-0.3,4.6,-7%,0%,-5%,-4%,7%,-2
O=C(c1ccc([N+](=O)[O-])o1)N1CCN(c2nc3ccc(F)cc3s2)CC1,-1.9,1.4,7%,-4%,-13%,-6%,-4%,4
COC(=O)N1[C@H](Cc2ccccc2)C=C[C@]1(C)C(=O)NCc1ccccn1,0.5,-1.2,-5%,-14%,2%,-5%,7%,4
O=C(COC(=O)c1ccco1)Nc1cccc(S(=O)(=O)N2CCCCC2)c1,-0.5,-13,-5%,10%,-2%,9%,-1%,-4
CC1CC(C)CN(C(=O)c2cccc(S(=O)(=O)Nc3cc(C(F)(F)F)ccc3Cl)c2)C1 (centres undefined),-1.8,-3.1,50µM*,-13%,-28%,-14%,-36%,8

The results go on:
SMILES,IL2 activator,CCT modulator,EPAC1 antagonist,EPAC1 ag,PLK1 PBD block,EPAC2 ag,WRN inhibitor,PI5P4K alpha inh
COCCCN1C(=O)c2ccc(C(=O)OCC(=O)NCc3ccccc3OC)cc2C1=O,-0.1,0.3,-18%,5%,8%,3%,-2%,3
CCN(CC)S(=O)(=O)c1cc(NC(=O)CN2C(=O)NC(C)(c3ccccc3)C2=O)ccc1C (centres undefined),-0.5,1.7,15%,4%,-1%,8%,-4%,0
CCOc1ccccc1C=C1SC(=S)N(CC)C1=O,0.1,0.5,-12%,-3%,4%,4%,3%,-1
COc1ccc(S(=O)(=O)NCCc2cn3nc(C)c(C)nc3n2)cc1,-0.5,1.2,5%,1%,-5%,8%,-2%,0
O=C(OCc1cc(=O)n2cc(Br)ccc2n1)C1COc2ccccc2O1 (centres undefined),-2.8,-2.5,-2%,2%,-2%,10%,-16%,nt
CCOc1ccc(S(=O)(=O)NCc2cccnc2)cc1NC(=O)c1ccccc1F,-2.8,-1.7,4%,4%,-10%,11%,3%,-11

Assay outcomes as filed in PubChem.
